Screening data (PubChem BioAssay)
USP1-UAF1 inh = blocks the human USP1/UAF1 deubiquitinase complex; O94782; 0.23% of 390,000 active; recombinant USP1/UAF1, Ub-Rhodamine cleavage fluorescence; AID 743255; Potency, µM (series often up to 57.1 µM), for the others: at the highest dose activity change, negative = inhibition, most hits filed as inhibitors; also: potency is read from the fitted curve at half-maximal effect; % is scaled to controls: 0 for no effect and ±100 for the full control effect; nearly all actives have a fitted effect of over 60% in size; inactives centre near -12
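1 nM enzyme complex + cpd, 15 min RT; start with Ub-Rho 150nM final; kinetic fluorescence ex 480/em 540, 6 reads q60 s. Buffer 50mM HEPES pH 7.8, 0.5mM EDTA, 0.1 mg/ml BSA, 1mM TCEP, 0.01% Tween-20.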
Vif-A3G inh = inhibitors of Vif-APOBEC3G interaction; 0.076% of 410,000 active; HeLa A3G-eYFP + Vif (tagged APOBEC3G with the HIV-1 protein that degrades it), YFP fluorescence, overnight; AID 602310; Potency, µM (highest dose often 46.1 µM), for the others: at the highest dose activity, negative = active, actives largely listed as inhibitors;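 also: potency is read from the fitted curve at half-maximal effect; % is scaled to controls: 0 for no effect and ±100 for the full control effect; nearly all actives have a fitted effect of over 60% in size; hits raise eYFP signal because A3G escapes Vif-driven loss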
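Read-out is eYFP fluorescence (Ex 488/Em 500-530) from Vif-expressing HeLa A3G-eYFP cells; more signal means A3G escaped Vif-mediated degradation. Cells plated overnight, compound pinned in, incubated overnight at 37 deg C.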
RXFP1 ag = agonists of human relaxin receptor RXFP1; 0.3% of 370,000 active; HEK293T-RXFP1 cAMP TR-FRET, 30 min; response scale: percent of porcine relaxin response, buffer zero; Potency, µM (titrated, usually from 57.5 µM), for inactives: top-dose activation, most hits filed as activators; AID 2676; also: potency is read from the fitted curve at half-maximal effect; % is scaled to controls: 0 for no effect and ±100 for the full control effect; nearly all actives have a fitted effect of over 60% in size; many of its hits are not listed in these tables
Target sequence (Q9HBX9 whole entry, looked up): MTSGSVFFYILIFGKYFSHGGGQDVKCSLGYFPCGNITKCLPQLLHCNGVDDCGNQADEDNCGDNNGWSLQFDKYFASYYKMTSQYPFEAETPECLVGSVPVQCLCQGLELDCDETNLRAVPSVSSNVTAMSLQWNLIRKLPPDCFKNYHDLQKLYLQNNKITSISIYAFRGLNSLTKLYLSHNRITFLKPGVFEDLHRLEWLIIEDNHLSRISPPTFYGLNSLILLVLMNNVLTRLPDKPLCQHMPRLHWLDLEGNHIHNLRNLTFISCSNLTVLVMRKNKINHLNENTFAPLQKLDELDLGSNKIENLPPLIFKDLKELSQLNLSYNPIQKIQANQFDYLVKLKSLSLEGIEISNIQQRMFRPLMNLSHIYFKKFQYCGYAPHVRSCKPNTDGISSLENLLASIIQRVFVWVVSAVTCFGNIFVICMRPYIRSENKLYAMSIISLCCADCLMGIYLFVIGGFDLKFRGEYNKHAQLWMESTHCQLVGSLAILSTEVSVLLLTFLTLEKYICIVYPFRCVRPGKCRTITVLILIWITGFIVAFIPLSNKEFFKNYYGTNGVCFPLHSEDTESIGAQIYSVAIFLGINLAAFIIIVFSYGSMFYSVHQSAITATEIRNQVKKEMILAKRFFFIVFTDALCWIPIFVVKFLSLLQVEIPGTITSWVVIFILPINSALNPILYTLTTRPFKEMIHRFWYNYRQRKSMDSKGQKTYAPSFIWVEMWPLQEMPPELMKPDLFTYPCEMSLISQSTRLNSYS
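HEK293 cells stably expressing RXFP1, treated 30 min at 37C with compounds plus PDE4 inhibitor Ro 20174; cAMP measured by HTRF TR-FRET. Normalized to buffer and 29 nM porcine relaxin; EC50 by Hill fit.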
Vif-A3F inh = inhibitors of Vif-A3F interaction; HeLa A3F-eYFP + Vif (tagged APOBEC3F with the HIV-1 protein that degrades it), YFP fluorescence increase; Potency, µM (series often up to 46.1 µM), for the others: at the top dose activity, negative = active; 0.2% of 390,000 active; also: potency is read from the fitted curve at half-maximal effect; % of control where 0% means no effect; nearly all actives have a fitted effect of over 65% in size
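HeLa cells stably expressing A3F-eYFP plus Vif, plated and incubated overnight at 37 deg C, then exposed to compounds overnight at 37 deg C. Blocked degradation read as raised yellow fluorescence (Ex 488/Em 500-530).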
LDHA inh = blocks human lactate dehydrogenase A; P00338; purified LDHA, NADH/diaphorase-resazurin fluorescence; active compounds read low; activity change, % (values are at about 110 or 230 µM); 0.15% of 480,000 active; in the data active = activity change below about -30%; inconclusive = mostly about -25% to -30%;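 also: plate controls were DMSO wells for no effect and wells without enzyme for full effect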
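LDH5 2 nM; NADH 0.06 mM, pyruvate 0.2 mM; 200 mM Tris pH 7.4, EDTA, Tween-20; 5 min RT. Detection: diaphorase 0.133 mg/mL + resazurin 37 µM, fluorescence ex540/em590 at 0 and 20 min; normalized to enzyme-free and DMSO wells.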
PI4K2A inh = inhibitors of human PI4K2A | Q9BTU6 | purified PI4K2A, ADP-Glo luminescence, 1 h; active compounds read low | activity change, negative = inhibition, % at 76.9 µM | 0.13% of 420,000 active | AID 1346378; in the data active = activity change below about -50%; inconclusive = mostly about -30% to -49%;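 also: -100% = wells without enzyme as full effect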
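Compounds are screened against recombinant PI4K2A using PI as substrate and ATP, the latter dispensed at 300 microM. Reactions run one hour at ambient temperature before ADP-Glo detection; full inhibition defined by wells lacking enzyme.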
TrxR1 substrate = is turned over as a substrate by rat TrxR1; O89049; purified TrxR1 substrate turnover, NADPH consumption readout; Potency, µM (doses to about 114 µM), inactives show at the top dose activity change, negative = substrate turnover; 0.01% of 390,000 active; AID 588456; also: potency is read from the fitted curve at half-maximal effect; % is scaled to controls: 0 for no effect and ±100 for the full control effect; nearly all actives have a fitted effect of over 50% in size
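Rat TrxR1, dispensed at 90 nM, was prereduced with 400 uM NADPH (final) for 5 min at ~22 deg C, then incubated with compound 15 min before 400 uM selenite. A first-read NADPH fluorescence drop versus no-compound background flagged substrates.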
GRP78 ERSR act = inducers of ER stress response in human glioma cells. U87-MG GRP78 promoter luciferase reporter, 16 h. Potency, µM, for inactives: at the top dose activation, most hits filed as activators. 0.02% of 420,000 active. AID 602332; also: potency is read from the fitted curve at half-maximal effect; series mostly up to about 76 µM; % of control where 0% means no effect; nearly all actives have a fitted effect of over 35% in size
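ERSR induction read as luciferase luminescence (Bright-Glo, 10 min at room temperature) in stably transfected human U87-MG glioma cells exposed to compounds for 16 h, using GRP78 as sensor.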
mIDH1 inhibitor = inhibitors of human mutant IDH1 R132H; IDH1-R132H enzyme, NADPH consumption, diaphorase/resazurin fluorescence; Potency, µM (doses to about 76.6 µM), inactives show at the top dose activity change, negative = inhibition, hits mostly inhibitors; O75874; 0.093% of 390,000 active; also: potency is read from the fitted curve at half-maximal effect; % is scaled to controls: 0 for no effect and ±100 for the full control effect; nearly all actives have a fitted effect of over 65% in size
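IDH1-R132H (0.5 ug/mL) preincubated 30 min with compound, then NADPH (0.016 mM) and alpha-KG (2 mM) added; 80 min at RT, pH 7.5. Remaining NADPH coupled via diaphorase/resazurin to fluorescence (540/590 nm); concentration-response curves normalized to no-enzyme control.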
Active calls of the source: *; u = inconclusive; x = not tested or not shown; & = joins results of further samples; [ ] = dose if it differs, or a comment. Unless noted, calls follow the shape of the dose curve; as a rule, active = well fitted curve in the direction sought with a large enough effect; inconclusive = small, poorly fitted or top-dose-only effect, or another doubt; inactive = no such curve, though single readings can be large; an effect the other way counts as inactive or inconclusive. This is a subset, so the mix of outcomes need not match the whole.

SMILES	USP1-UAF1 inh	Vif-A3G inh	RXFP1 ag	Vif-A3F inh	LDHA inh	PI4K2A inh	TrxR1 substrate	GRP78 ERSR act	mIDH1 inhibitor
COc1cc(/C=N/NC(=O)C2CC(=O)N(c3ccc(C)cc3)C2)cc(OC)c1OC (configuration not stated)	-13%	-5%	0.2%	-7%	-7	5	6%	-4%	9%
CCOC(=O)Cn1cc(/C=N/NC(=O)c2ccc(C#N)cc2F)c2ccccc21	1%	1%	-0.4%	-6%	-10	3	-7%	-1%	6%
CCN(Cc1ccccc1)c1ccccc1	-28%	-1%	x	-1%	-2	3	8%	-1%	27%
O=C(Nc1ccc(Cl)cc1)NC1CCCCNC1=O (configuration not stated)	-11%	3%	3.3%	4%	-3	-11	0%	1%	-1%
CCn1c(SCC(=O)Nc2ccc(C(C)=O)cc2)nc2c([nH]c3ccccc32)c1=O	-11%	5%	7.4%	-1%	-6	-1	-4%	-1%	-8%
COC(=O)c1c(C(=O)c2ccc(Br)cc2)n(C)c2ccccc12	-2%	-9%	20%	-9%	-1	-1	-15%	1%	10%
Cc1ccc(C(=O)Nc2ccc(N3CCCC3)cc2)cc1	-29%	0%	-3.2%	3%	1	1	12%[57.1 µM]	9%	2%
COc1ccc(OCC(=O)N2CCN(C(=O)c3cc(OC)c(OC)c(OC)c3)CC2)cc1	-18%	6%	1.2%	6%	1	-3	1%	-1%	7%
O=S(=O)(CCNCCc1ccccc1)NCc1ccccc1	-1%	-4%	x	0%	-3	0	-1%	2%	4%
Cc1cc(SCC(=O)OC/C(O)=C(\C#N)c2nc3ccccc3[nH]2)c(C)cc1Br	-16%	u	1.0%	u	-1	-14	5%[57.1 µM]	-8%	0%
O=C(NCCCc1ccccc1)c1ccncc1	-6%	0%	0.2%	-18%	0	8	-3%	-1%	2%
COC(=O)c1nn(C)c(=O)[nH]c1=O	3%	2%	x	-4%	-3	6	-4%[2.29 µM]	-1%	1%
CCC(C)(C(=O)NC1CCCCC1)N(C(=O)CNC(C)=O)c1c(C)n(C)n(-c2ccccc2)c1=O (configuration not stated)	-21%	0%	-1.0%	-3%	-4	-3	10%	1%	6%
Cc1cc(NC(=O)C2CCCN(S(=O)(=O)c3cn(C)cn3)C2)ccc1Br (configuration not stated)	-12%	2%	2.5%	0%	-9	6	-9%[57.1 µM]	-1%	0%
CCc1cccc(NS(=O)(=O)c2c(C)[nH]c(=O)[nH]c2=O)c1	-10%&-8%	-5%&3%	-0.1%&-0.6%	-8%&-3%	-4&-4	-4&-2	-2%&-2%	-3%&-4%	-3%&-15%
O=C1CCCCC1CCc1ccncc1 (configuration not stated)	-17%	1%	x	-9%	-2	-4	10%[57.1 µM]	1%	3%
CC1(c2ccc3c(c2)OCCCO3)NC(=O)N(CC(=O)Nc2cccc(C#N)c2)C1=O (configuration not stated)	-19%	0%	1.5%	-9%	0	3	-4%	-1%	4%
Cc1cc(C)nc(NS(=O)(=O)c2ccc(NC(=O)Nc3ccccc3)cc2)n1	-28%	-12%	-0.9%	-4%	-4	4	2%[57.1 µM]	-2%	0%
O=C(c1cccc(Cl)c1)n1nc(-c2ccco2)nc1NCc1cccs1	-33%	-3%	0.3%	4%	-5	-2	2%	-1%	0%
Cc1c(OCC(=O)OC(C)(C)C)ccc2c3c(c(=O)oc12)CCC3	-10%	-4%	1.9%	-1%	-6	1	13%[57.1 µM]	5%	1%
CN=C1S/C(=C\c2ccc(N3CCCC3)c(F)c2)C(=O)N1C	5%	-17%	0.3%	-9%	2	5	2%	3%	-4%
COc1ccc(-c2cc(C(=O)NNC(=O)c3csc(N4CCOCC4)n3)c3ccccc3n2)cc1OC	-23%	-3%	1.5%	2%	-2	2	6%[57.1 µM]	2%	-2%
Cc1sc2ncnc(SCC(=O)NC(=O)NCc3ccco3)c2c1C	-10%	-7%	7.7%	3%	-9	-15	11%	-3%	-3%
CC(=O)c1cccc(NC(=O)CN2C(=O)CN(C)C(=O)c3ccccc32)c1	-35%	0%	0.2%	0%	-8	-4	-3%[57.1 µM]	-4%	5%
CN(CC(=O)Nc1ccccc1C(=O)NC1CC1)Cc1ccco1	-11%	3%	-0.2%	-4%	-6	2	-5%	-2%	-12%

Carrying on.
SMILES	USP1-UAF1 inh	Vif-A3G inh	RXFP1 ag	Vif-A3F inh	LDHA inh	PI4K2A inh	TrxR1 substrate	GRP78 ERSR act	mIDH1 inhibitor
Cc1ccc(C)c(S(=O)(=O)NC(C)C(=O)NCc2ccccn2)c1 (configuration not stated)	-16%	1%	1.3%	5%	-7	-2	6%[57.1 µM]	-3%	3%
COc1ccccc1N1CC(C)C(=O)NC1=S (configuration not stated)	-5%	0%	2.5%	1%	-2	2	-1%	-4%	-2%
CCOc1ccccc1OCC(=O)NC1CCCCC1	-19%	1%	2.0%	0%	0	-5	1%	2%	-6%
COc1ccccc1N(O)C1CC(=O)N(c2ccc(Br)cc2)C1=O (configuration not stated)	-11%	-10%	-0.3%	1%	56	-2	-9%	9%	8%
COc1ccccc1C(=O)Nc1ccc(OCc2cc(=O)n3cc(C)sc3n2)cc1	u	-2%	-1.1%	-3%	5	0	-1%	-3%	-2%
N#CCCCSc1nnc(-c2ccc(Cl)cc2)n1-c1ccccc1	-4%	-7%	2.5%	1%	-3	-1	13%	-4%	2%
CCOc1ccc(OCC(=O)Nc2ccc(N3CCCCC3)cc2)cc1	-13%	0%	-1.2%	u	-1	1	-11%	1%	2%
CC(=O)CSc1nnc(-c2cnccn2)n1-c1ccccc1	-17%	2%	-0.1%	u	0	1	10%	-3%	1%
CCN(CC)C(=O)c1[nH]cnc1C(=O)N[C@@H](CC(C)C)C(=O)OCc1ccccc1	11%	3%	0.2%	1%	3	-2	2%[57.1 µM]	-3%	-2%
O=C(NNc1cc(Cl)cc(Cl)c1)c1cccs1	-26%	-2%	-2.2%	6%	0	-6	3%	-5%	-8%
CCOC(=O)C1CN(S(=O)(=O)c2ccc(OC)cc2)c2cc(Cl)ccc2O1 (configuration not stated)	-19%	-14%	-1.2%	-24%	-5	1	-3%	-3%	-8%
C=CCn1c2ccccc2n2nc(C)c(=O)nc12	3%	0%	3.7%	0%	0	3	30%[activator]	-2%	6%
O=[N+]([O-])c1ccc(Oc2ccc(-c3nnco3)cc2)c(Cl)c1	-26%	2%	1.5%	-4%	-14	-1	-4%	-3%	4%
O=C(CN1CCN(Cc2ccc3c(c2)OCO3)CC1)Nc1ccc(N2CCOCC2)cc1	-16%	2%	-0.6%	11%	-1	-5	-16%[57.1 µM]	8%	2%
COc1ccc(OC)c(CCNC(=O)Cn2ccc3cc(S(=O)(=O)N4CCCCC4)ccc32)c1	-12%	4%	2.3%	1%	6	-14	1%	-5%	7%
CC(=O)c1ccc(S(=O)(=O)NCCCC(=O)NCCc2ccccn2)cc1	-3%	2%	0.3%	4%	-9	-5	-2%	-4%	5%
O=C(Cc1cccc2c(=O)cc(-c3ccccc3)oc12)OCCN1CCOCC1	x	2%	x	x	-4	-5	x	-3%	x
COc1cc(OC)cc(C(=O)N2CCC(C(=O)NCCc3ccccc3)CC2)c1	-16%	1%	-0.7%	1%	-11	8	3%	4%	-12%
CCc1nnc(N/N=C/c2cc(C)c(C)cc2C)n1N	-6%	0%	0.6%	1%	10	u	-9%	3%	3%
CO/N=C/C(=N\Nc1cc(OC)cc(OC)c1)C(=O)c1ccccc1	-12%	0%	5.7%	-21%	0	-10	16%	-2%	-2%
Cc1cc(Br)c(NC(=O)COn2nnc3ccc(S(C)(=O)=O)cc32)c(Br)c1	-6%	-6%	5.1%	4%	-16	4	4%[57.1 µM]	0%	-8%
CCOC(=O)c1cc(S(=O)(=O)N(C)c2ccccc2)[nH]n1	-7%	1%	1.7%	-1%	-8	-3	6%[57.1 µM]	-1%	9%
CC(C)(C)N(NC(=O)OCc1ccccc1)C(=O)c1ccccc1Cl	-18%	2%	2.5%	2%	-6	8	4%	-2%	2%
CS(=O)(=O)c1ccccc1C(=O)N(CCc1ccccc1)Cc1ccccc1	-10%	2%	-1.7%	5%	-5	-7	-4%	-3%	8%
Cc1nc(-n2nnc(CO)c2CO)nc2c1CCC2	3%	-2%	0.5%	-12%	-3	-7	1%[57.1 µM]	-6%	-2%
Cc1ccccc1CNC(=O)Cc1ccc(NC(=O)N2CCCCc3ccccc32)cc1	u	2%	1.2%	-2%	-2	6	4%[57.1 µM]	-1%	-6%
O=C(NCc1ccccc1)C(Cc1ccccc1)N1C(=O)C2C3CCC(C3)C2C1=O (configuration not stated)	-10%	0%	-3.8%	-7%	-7	0	-2%	-3%	4%
COc1ccc(-n2nc3c(c2NC(=O)c2ccc(N4C(=O)CCC4=O)cc2)CSC3)cc1	-12%	-4%	1.1%	7%	-13	1	4%	-2%	-11%
Cc1nnc(SCC(=O)Nc2ccccc2)c2ccccc12	-16%	-13%	4.6%	-5%	-6	2	2%	1%	3%
COc1ccccc1NC(=O)Cn1ccn(-c2cc(C)cc(C)c2)c(=O)c1=O	-4%	-9%	3.1%	-4%	0	-6	-1%	-2%	12%
